TSHR antag: human thyrotropin receptor antagonism. activity change, negative = inhibition, % at 11.5 µM. TSHR-expressing cells, TSH-stimulated cAMP HTRF, 2 h; active compounds read low. 330,000 tested, 0.2% active. P16473;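 active = activity change below a set negative limit, meaning inhibition stronger than a set level, cut at about -70% in these data; inconclusive = activity change between two set negative limits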; note: % is set by controls: 0 for no effect and ±100 for the full control effect
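Competitive HTRF cAMP read-out (cryptate anti-cAMP antibody, cAMP-d2; 30 min, room temperature) in freshly harvested TSHR cells. Compounds added before TSH at EC80 (4nM final), followed by 2 hours' incubation at 37 deg C.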
BCR signal inh: inhibitors of chronic active B-cell receptor signaling; ABC-DLBCL IkBa-CBG/CBR reporter, luminescence ratio, 4 h; Potency, µM (titrated, usually from 46.1 µM), without a hit: at the top dose ratio change, negative = lower green/red ratio, usual class: inhibitors; 340,000 tested, 0.05% active; active = well fitted inhibition curve with a large enough effect in the signal ratio, with a control signal flat, not every such curve was filed as active; inconclusive = small, poorly fitted or top-dose-only effect, or effect the other way, or a change in a side signal; the % refers to the signal ratio;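 note: potency is the fitted concentration of half-maximal effect; plate controls were basal doxycycline-induced cells for no effect and cells given 10 µM MG132 for full effect; MG132 reads +100%, hits lower the ratio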
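TMD8 ABC-DLBCL cells carrying doxycycline-inducible green luciferase fused to IkappaBalpha plus unfused red luciferase were exposed to compounds (up to 46 uM) for 4 hrs at 37C. Activity came from the overlap-corrected green/red luminescence ratio.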
Integrin act MD: activators of alpha7 integrin expression for muscular dystrophy; alpha7betagal myoblasts, beta-gal FDG fluorescence, 48 h; AID 624291; 350,000 tested, 0.064% active; Potency, µM (doses to about 38.3 µM), inactives show at the top dose activation, actives largely listed as activators;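 note: potency is the fitted concentration of half-maximal effect; 100% = response of the positive control SU9516; nearly all actives have a fitted effect of over 60% in size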
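alpha7betagal+/- myoblasts (passage 13, 250/well) treated 48 h at 37C with compounds at 1:260 dilution of DMSO stock. Lysed, then beta-galactosidase activity read as FDG fluorescence (ex 480/em 540) after 30 min, with pre-read for autofluorescence.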
A-T KAP1 phos: potential ataxia-telangiectasia treatment; […] A-T fibroblasts, KAP-1 phosphorylation AlphaLISA; neocarzinostatin DNA damage 30 min before lysis; Potency, µM (doses to about 57.5 µM), without a hit: at the top dose activation, most hits filed as activators; 320,000 tested, 0.19% active; AID 485349; note: potency is the fitted concentration of half-maximal effect; % of control where 0% means no effect; nearly all actives have a fitted effect of over 45% in size
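ATM-like activity read as KAP-1 phosphorylation via AlphaLISA donor/acceptor antibody pairs after lysis and 6 hr at 25C. Cells were ATM-null patient fibroblasts ([…], hTERT), dosed 60 min, then exposed to the DSB inducer NCS for 30 min.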
Eya2 inh: inhibitors of human Eya2 phosphatase activity; O00167; recombinant Eya2, OMFP fluorescence dephosphorylation (OMFP is methylfluorescein phosphate); Potency, µM (highest dose often 76.9 µM), for inactives: top-dose activity, negative = inhibition, usual class: inhibitors; 330,000 tested, 0.006% active; AID 488837; note: potency is the fitted concentration of half-maximal effect; % is set by controls: 0 for no effect and ±100 for the full control effect
Target sequence (O00167 whole entry, looked up): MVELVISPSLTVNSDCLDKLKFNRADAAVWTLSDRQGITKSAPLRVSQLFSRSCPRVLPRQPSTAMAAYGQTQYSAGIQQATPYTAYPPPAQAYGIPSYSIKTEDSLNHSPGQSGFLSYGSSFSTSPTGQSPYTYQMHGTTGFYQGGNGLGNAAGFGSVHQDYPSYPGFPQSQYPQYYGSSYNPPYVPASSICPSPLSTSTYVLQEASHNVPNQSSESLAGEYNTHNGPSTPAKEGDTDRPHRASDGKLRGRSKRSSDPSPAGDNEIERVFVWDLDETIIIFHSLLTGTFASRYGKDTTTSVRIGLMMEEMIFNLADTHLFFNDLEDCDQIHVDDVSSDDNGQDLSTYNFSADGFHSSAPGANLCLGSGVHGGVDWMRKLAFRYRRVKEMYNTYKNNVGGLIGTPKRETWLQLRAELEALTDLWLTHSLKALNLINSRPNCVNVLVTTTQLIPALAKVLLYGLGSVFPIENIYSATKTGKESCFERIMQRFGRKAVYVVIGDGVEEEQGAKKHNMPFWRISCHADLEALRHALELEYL
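Eya2 protein (added as 0.2 uM solution) was preincubated with compound for 10 min at ambient temperature in 50 mM HEPES pH 7.5, 50 mM NaCl, 5 uM MgCl2, 0.05% BSA, 1 mM DTT. OMFP (added at 50 uM) then reacted 10 min; fluorescence read at 485/525 nm.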
ELG1 repair inh: ELG1-dependent DNA repair inhibition | HEK293T ELG1-luciferase reporter, luminescence, 16 h; DNA damage induced by 5-fluorouridine | Potency, µM (series often up to 46.1 µM), without a hit: top-dose activity change, negative = inhibition, actives largely listed as inhibitors | 330,000 tested, 2.3% active | AID 504467; note: potency is the fitted concentration of half-maximal effect; % is set by controls: 0 for no effect and ±100 for the full control effect; nearly all actives have a fitted effect of over 55% in size
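Step one: seed 2,000 cells per well. Step two: pin-transfer compound or DMSO alongside 5-fluorouridine. Step three: incubate 16 hr, 37 °C, 5% CO2. Step four: add ONE-Glo, wait 30 min, read luminescence.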
Tb PFK block: inhibitors of T. brucei phosphofructokinase; Potency, µM (doses to about 57.5 µM), without a hit: top-dose activity, negative = inhibition, most hits filed as inhibitors; T. brucei PFK, ADP-Glo luminescence; O15648; 330,000 tested, 0.17% active;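 note: potency is the fitted concentration of half-maximal effect; 0% = uninhibited 1x PFK enzyme wells and -100% = no-enzyme wells; nearly all actives have a fitted effect of over 60% in size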
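PFK 1.25 nM, F6P 0.5 mM, ATP 0.1 mM, 0.1 M TEA pH 8.0, 5 mM MgCl2, 0.01% Tween20, 0.1% BSA; 45 min RT. ADP-Glo readout. qHTS titration up to 57 uM; curves fitted, compounds curve-classed.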
ASM inhibitor: human S-ASM enzyme inhibition | placental ASM, HMU-PC fluorogenic substrate, 60 min | Potency, µM (top dose mostly 57.5 µM), without a hit: top-dose activity change, negative = inhibition, actives largely listed as inhibitors | 340,000 tested, 0.006% active | AID 504937; note: potency is the fitted concentration of half-maximal effect
Target sequence (P17405 47-631 limits assumed): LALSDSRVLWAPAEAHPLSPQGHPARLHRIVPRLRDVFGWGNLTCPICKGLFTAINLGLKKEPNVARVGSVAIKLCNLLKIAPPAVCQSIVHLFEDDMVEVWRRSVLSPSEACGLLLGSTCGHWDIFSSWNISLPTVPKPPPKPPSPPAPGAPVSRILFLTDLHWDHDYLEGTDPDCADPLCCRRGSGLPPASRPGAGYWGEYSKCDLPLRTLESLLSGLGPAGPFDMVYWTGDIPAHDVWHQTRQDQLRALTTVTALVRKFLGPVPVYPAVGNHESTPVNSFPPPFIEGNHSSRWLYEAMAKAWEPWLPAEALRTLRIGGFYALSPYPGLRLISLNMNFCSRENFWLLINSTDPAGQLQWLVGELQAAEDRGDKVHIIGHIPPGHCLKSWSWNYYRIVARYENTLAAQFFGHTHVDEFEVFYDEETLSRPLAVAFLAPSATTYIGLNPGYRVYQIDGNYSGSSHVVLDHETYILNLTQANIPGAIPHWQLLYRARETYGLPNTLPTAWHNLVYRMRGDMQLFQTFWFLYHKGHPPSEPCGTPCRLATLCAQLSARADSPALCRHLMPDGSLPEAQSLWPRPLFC
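Steps: dispense placental human ASM, pin compound, wait 10 min at room temperature, add HMU-PC0 substrate at 9 uM final, incubate 60 min at 37 °C, add stop solution raising pH to 10, read fluorescence.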
Mito fusion yeast: inhibitors of mitochondrial division or activators of mitochondrial fusion. S. cerevisiae fusion-defective mutant growth rescue, CellTiterGlo 48 h. Potency, µM (top dose mostly 46.1 µM), for inactives: top-dose growth rescue (activation), actives largely listed as activators. 320,000 tested, 0.23% active. AID 485298;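 note: potency is the fitted concentration of half-maximal effect; % of control where 0% means no effect; nearly all actives have a fitted effect of over 45% in size; temperature-sensitive fusion mutants such as fzo1-1 at 37 °C on non-fermentable ethanol glycerol medium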
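Yeast fusion mutant, YPEG (non-fermentable carbon), compound, 48 h at 37C non-permissive; CellTiterGlo added, 10 min RT, luminescence read. Rescued growth = division inhibition.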
PTAP TSG101 blk: blocks PTAP/TSG101 interaction to inhibit HIV-1 budding; Q99816; Fluorescence polarization, FITC-PTAP peptide / Tsg101 binding; Potency, µM (series often up to 115 µM), without a hit: top-dose activity change, negative = inhibition, actives largely listed as inhibitors; 340,000 tested, under 10 active; active = well fitted inhibition curve with a large enough effect in the main read-out, with a control signal flat, not every such curve was filed as active; inconclusive = small, poorly fitted or top-dose-only effect, or effect the other way, or a change in a side signal; inactive = no such curve, though single readings can be large or run the other way; note: potency is the fitted concentration of half-maximal effect; % of control where 0% means no effect
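Fluorescence anisotropy tracks displacement of a FITC-tagged PTAP peptide (50 nM) from the Tsg101 binding domain (10 uM), following a 20 min room-temperature incubation at pH 7.5.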
TCR act: activators of T cell receptors. primary human leukocytes, anti-CD3, IL-2 HTRF, 48 h. AID 504894. 330,000 tested, under 10 active. Potency, µM (top dose mostly 9.22 µM), for the others: at the highest dose activation of IL-2 secretion, actives largely listed as activators; note: % of control where 0% means no effect
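HTRF read-out of IL-2 secretion: europium cryptate donor excited at 320nm, d2 acceptor emission at 665nm. Cells were primary human leukocytes incubated 48 hr with compounds and a-CD3 beads, supplying TCR signal only.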
* marks the source's active call; other numbers are inactive results; ? = inconclusive; . = not tested or not shown; [ ] = remark or other dose. Unless noted, calls come from the whole dose curve; as a rule, active = well fitted curve in the direction sought with a large enough effect; inconclusive = small, poorly fitted or top-dose-only effect, or another doubt; inactive = no such curve, though single readings can be large; an effect the other way counts as inactive or inconclusive.

SMILES	TSHR antag	BCR signal inh	Integrin act MD	A-T KAP1 phos	Eya2 inh	ELG1 repair inh	Tb PFK block	ASM inhibitor	Mito fusion yeast	PTAP TSG101 blk	TCR act
CCN1CCCC1CNC(=O)C(=O)NC (configuration not stated)	-6	8%	-24%	1%	0%	11%	-3%	6%	0%	-1%	-1%
Cc1ccc(S(=O)(=O)N2CCCC(C(=O)NCC(C)C)C2)cc1 (configuration not stated)	0	2%	20%	1%	3%	-15%	1%	2%	10%	-5%	5%
CN(C)c1ccc(C2=NOC(CN3C(=O)c4ccccc4S3(=O)=O)C2)cc1 (configuration not stated)	-14	-11%	-8%	1%	26%	?	3%	1%	-1%	-6%	5%
COc1cccc(NC(=O)[C@H](C)NC(=O)C2CCN(S(=O)(=O)c3ccc(C)cc3)CC2)c1	-1	-2%	29%	3%	6%	?	3%	1%	-1%	1%	-2%
COc1ccc(CCNC(=O)C2CCN(C(=O)NC3CCCCC3)CC2)cc1	0	6%	-8%	.	-1%	-11%	-2%	0%	-4%	-6%	4%[46.1 µM]
COc1ccc(C2N3CC4(C)CN2CC(C)(C3)C4=O)cc1OC (configuration not stated)	19	25%	8%	.	-3%	3%	-2%	3%	.	0%	-7%
Cc1ccnc(N(C(=O)Nc2ccccc2)C2=NCC(C)(C)S2)c1	7	-2%	0%	7%	6%	?	-10%	5%	-3%	-3%	0%
O=C(Cc1ccccc1)NC(NC(=O)Cc1ccccc1)c1cccc([N+](=O)[O-])c1	34	6%	0%	10%	-2%	12%	-8%	-3%	-4%	-2%	2%
Cc1ccc(C)c(C(=O)CSc2nnnn2-c2cccnc2)c1	-17	?	-17%	-4%	17%	14%	7%	0%	0%	0%	-5%
CCCc1cc(=O)oc2cc(C)cc(OC(C)C(=O)NCCCN3CCOCC3)c12 (configuration not stated)	-6	0%	3%	0%	-3%	-1%	2%	0%	-12%	-8%	-4%
Cc1cc(C)nc(Sc2ccc(/C=C(\C#N)C(N)=O)o2)n1	-3	0%	-20%	5%	-3%	-20%	5%	4%	-7%	0%	2%[46.1 µM]
O=C(CN1C(=O)NC2(CCCC2)C1=O)Nc1ccc(Cl)c(C(F)(F)F)c1	-10	?	-30%	-4%	-1%	?	0%	-1%	-9%	-4%	4%
CCOc1cccc2cc(C(=O)NC(C)c3ccccc3)c(=N)oc12 (configuration not stated)	3	0%	-2%	-7%	-10%	13%	2%	-1%	-1%	-2%	0%
CCOC(=O)c1sc(NC(=O)C(C)Sc2nnc(N)s2)nc1C (configuration not stated)	-2	1%	-10%	1%	3%	?	-4%	-3%	2%	0%	-30%
Cc1ccc(-n2nc3c(=O)n(C(C)C(=O)NCc4ccc(Cl)cc4)nc(C)c3c2C)cc1 (configuration not stated)	-2	-8%	11%	3%	-5%	?	0%	-1%	-32%	-4%	2%
O=C(COC(=O)C1=COCCO1)NCc1ccc(F)cc1	4	5%	-26%	8%	-2%	5%	1%	-1%	2%	-3%	3%
Nc1ccn(CC(=O)NCc2ccc3c(c2)OCO3)c(=O)n1	16	3%	-2%	-2%	-2%	?	0%	5%	-8%	-4%	-3%
Cc1ccc(NC(=O)c2ccc3nc[nH]c3c2)c(O)c1	15	?	-16%	-9%	9%	?	-1%	2%	-9%	-1%	.
COc1ccc(N2CCN(S(=O)(=O)c3c(C)nc4sccn4c3=O)CC2)cc1	7	-13%	9%	4%	-6%	-6%	1%	-2%	-8%	2%	-3%
Cc1ncc(CN2CCCC(CCC(=O)NCc3ccc(F)c(F)c3)C2)s1 (configuration not stated)	-9	3%	1%	4%	3%	-6%	-11%	7%	2%	-3%	-2%
COc1ccc(C(=O)N[C@H]2COC(C)(C)O[C@H]2c2ccccc2)cc1	44	6%	-18%	15%	13%	9%	0%	-1%	1%	-2%	-1%
COc1cc(N(Cc2ccccc2)Cc2ccccc2)c2ncn(C(C)C)c2c1	-7	9%	-13%	20%	-4%	10%	-1%	-2%	?	0%	-2%
CC(=O)Nc1ccc(NC(=O)C(C)OC(=O)c2ccccc2C(=O)c2ccc(Cl)c([N+](=O)[O-])c2)cc1 (configuration not stated)	?	?	-69%[inhibitor]	-4%	-12%	?	0%	-1%	-4%	1%	1%[46.1 µM]
COc1cc(C(=O)Nc2cccc(S(=O)(=O)NCc3ccco3)c2)cc(OC)c1OC	-8	-9%	-6%	-5%	27%	?	-5%	-2%	-1%	-2%	-1%
O=C(/C=C/c1ccc(OCCCF)cc1)NCc1ccc(Cl)cc1	1	6%	25%	2%	8%	0%	-7%	-2%	-9%	2%	-3%

An excerpt from above, reduced to Tb PFK block.
SMILES	Tb PFK block
COc1cc(C(=O)Nc2cccc(S(=O)(=O)NCc3ccco3)c2)cc(OC)c1OC	-5%
Cc1ncc(CN2CCCC(CCC(=O)NCc3ccc(F)c(F)c3)C2)s1 (configuration not stated)	-11%

The list continues:
SMILES	TSHR antag	BCR signal inh	Integrin act MD	A-T KAP1 phos	Eya2 inh	ELG1 repair inh	Tb PFK block	ASM inhibitor	Mito fusion yeast	PTAP TSG101 blk	TCR act
CC(C)CNC(=S)N1CCC(NC(=O)C23CC4CC(CC(C4)C2)C3)CC1	-7	8%	0%	3%	-10%	-29%	-1%	1%	-5%	-1%	-4%[46.1 µM]
OCCC#Cc1c(-c2ccsc2)sc2ccccc12	-11	16%	-5%	8%	-2%	1%	11%	9%	12%	-11%	5%
N#CC(=C1N=c2ccccc2=N1)c1c(O)[nH]c2ccccc12	4	14%	.	.	-19%	?	-1%	.	3%	.	.
COc1cnn(-c2ccccc2)c(=O)c1N(C)C	10	9%	18%[7.66 µM]	0%	8%	?	-1%	0%	0%	-8%	.
O=C1CN(C(=O)c2ccc(Br)o2)C(c2ccccc2)c2cc(Cl)ccc2N1 (configuration not stated)	22	?	14%	0%	1%	21µM*	-8%	-15%	27%	-6%	-1%
CC1CC(C)CN(C(=O)Cc2c(C(=O)O)[nH]c3ccc(Cl)cc23)C1 (configuration not stated)	-12	7%	28%	1%	-3%	14%	-2%	6%	3%	-9%	1%
O=C1CSC(=Nc2ccccc2)N1Cc1ccccc1	3	-6%	5%	6%	8%	17%	-1%	1%	11%	1%	4%
O=C(Cn1nc(Cc2cccnc2)c2ccccc2c1=O)NCC1CCCO1 (configuration not stated)	-6	-1%	20%	8%	-11%	?	-1%	5%	0%	-9%	5%
COc1cc(C2C3=C(CCCC3=O)Nc3ccc4ncccc4c32)ccc1O (configuration not stated)	-1	?	-14%	-5%	4%	?	-3%	47%	-5%	-2%	-7%
CCC(C)C(=O)Nc1nnc(SCC(=O)NC2CCCCC2)s1 (configuration not stated)	0	-10%	-1%	3%	4%	-13%	-2%	-3%	1%	-3%	9%
COc1ccccc1CN1CC(C(=O)NCCc2ccc(C)o2)CCC1=O (configuration not stated)	11	1%	12%	0%	-9%	11%	1%	2%	0%	-2%	-3%
COCC(C)NCc1ccc(OC)c(Br)c1 (configuration not stated)	1	3%	-19%	-2%	-9%	3%	-4%	-2%	-5%	1%	2%
Cc1cccnc1NC(=O)CCCN1C(=O)c2ccccc2C1=O	10	15%	0%	-1%	6%	-1%	10%	-1%	-3%	-5%	1%
CCCn1c(SCc2cc(=O)oc3ccc4ccccc4c23)n[nH]c1=O	1	-5%	-11%	4%	-8%	4%	-1%	8%	-2%	-3%	.
Cc1ccc(NC(=O)c2ccc(N3CCCC3=O)cc2)cc1S(=O)(=O)N1CCCCC1	13	0%	-18%	-6%	3%	25%	1%	0%	2%	3%	.
CCCCCc1c(C)nc(NCc2ccccc2)[nH]c1=O	7	4%	1%	-3%	4%	?	2%	-1%	-1%	.	.
NC(=NC(=O)c1ccccc1)N1CCOCC1	6	?	-6%	3%	?	?	-8%	3%	3%	-9%	-6%
